# Tb PGK inh: T. brucei PGK inhibition; PGK/GAPDH coupled, Kinase-Glo luminescence, 60 min; Potency, µM (top dose mostly 57.5 µM), inactives show at the highest dose activity change, negative = inhibition, actives largely listed as inhibitors; 380,000 compounds, 0.043% hits; note: potency is the fitted concentration of half-maximal effect; % is set by controls: 0 for no effect and ±100 for the full control effect; nearly all actives have a fitted effect of over 60% in size
# Target sequence (P07378 whole entry, looked up): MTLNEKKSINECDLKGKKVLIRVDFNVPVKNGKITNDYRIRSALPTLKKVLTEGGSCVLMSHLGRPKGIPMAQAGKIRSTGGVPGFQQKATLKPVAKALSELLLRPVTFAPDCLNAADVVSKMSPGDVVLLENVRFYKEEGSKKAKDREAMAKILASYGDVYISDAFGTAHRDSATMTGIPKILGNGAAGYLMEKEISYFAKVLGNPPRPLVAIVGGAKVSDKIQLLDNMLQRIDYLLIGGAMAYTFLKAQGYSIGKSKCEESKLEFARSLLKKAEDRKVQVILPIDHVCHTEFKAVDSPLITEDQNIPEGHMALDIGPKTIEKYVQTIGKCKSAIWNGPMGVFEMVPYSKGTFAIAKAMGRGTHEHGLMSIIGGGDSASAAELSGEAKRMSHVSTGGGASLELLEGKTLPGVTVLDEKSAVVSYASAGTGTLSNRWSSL
#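 Luminescent ATP detection (Kinase-Glo Plus) follows a 60-minute room-temperature incubation, with wells lacking PGK as controls. Buffer: 100 mM TEA (pH 7.6), 5 mM MgCl2, 0.01% Tween-20. Coupling enzyme GAPDH (100 nM final) supplies unstable 1,3-BPG in-well.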
# HP1b chromo inh: blocks HP1-beta chromodomain binding to methylated histone tails; Potency, µM (top dose mostly 114 µM), without a hit: at the highest dose activity change, negative = inhibition, actives largely listed as inhibitors; AlphaScreen HP1-beta / biotin-H3K9me3 peptide binding; AID 540317; 390,000 compounds, 0.56% hits; note: potency is the fitted concentration of half-maximal effect; nearly all actives have a fitted effect of over 70% in size; inactives centre near 23
#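 AlphaScreen: HP1-beta (50 nM) preformed 30 min with biotin-H3(1-18)K9me3 peptide (50 nM) in PBS pH 7.4, 0.01% Tween-20. Compound added for 30 min at RT, then streptavidin donor/nickel chelate acceptor beads (10 ug/mL) for 30 min.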
# Pin1 inh: inhibitors of human Pin1; Pin1 FP peptide displacement, HiFluor488, 10 min; Potency, µM (series often up to 115 µM), inactives show at the highest dose activity, negative = inhibition, hits mostly inhibitors; 390,000 compounds, 0.009% hits; AID 504891; active = well fitted inhibition curve with a large enough effect in the polarisation, with a control signal flat, not every such curve was filed as active; inconclusive = small, poorly fitted or top-dose-only effect, or effect the other way, or a change in a side signal; inactive = no such curve, though single readings can be large or run the other way; the % refers to the polarisation; note: potency is the fitted concentration of half-maximal effect; % is set by controls: 0 for no effect and ±100 for the full control effect
# mIDH1 inhibitor: human IDH1 R132H inhibition | Potency, µM (top dose mostly 76.6 µM), inactives show at the highest dose activity change, negative = inhibition, usual class: inhibitors | IDH1-R132H enzyme, NADPH consumption, diaphorase/resazurin fluorescence | 390,000 compounds, 0.093% hits | O75874; note: potency is the fitted concentration of half-maximal effect; % is set by controls: 0 for no effect and ±100 for the full control effect; nearly all actives have a fitted effect of over 65% in size
#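 IDH1-R132H (0.5 ug/mL dispensed) in pH 7.5 Tris buffer was preincubated 30 min with compound, then given a substrate mix of 0.016 mM NADPH and 2 mM alpha-KG for 80 min at room temperature; remaining NADPH was read by diaphorase/resazurin fluorescence.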
# USP1-UAF1 inh: inhibitors of human USP1/UAF1 deubiquitinase | O94782 | recombinant USP1/UAF1, Ub-Rhodamine cleavage fluorescence | Potency, µM (highest dose often 57.1 µM), inactives show at the top dose activity change, negative = inhibition, most hits filed as inhibitors | 390,000 compounds, 0.23% hits | AID 743255; note: potency is the fitted concentration of half-maximal effect; % is set by controls: 0 for no effect and ±100 for the full control effect; nearly all actives have a fitted effect of over 60% in size; inactives centre near -12
#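 In this screen, compounds sit with the deubiquitinase complex (1nM) for 15 min at room temperature before Ub-Rho is added at 150nM final. Fluorescence rise is then followed for 6 reads every 60 seconds.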
# TrxR1 substrate: rat thioredoxin reductase 1 substrate activity; purified TrxR1 substrate turnover, NADPH consumption readout; Potency, µM (doses to about 114 µM), for inactives: at the highest dose activity change, negative = substrate turnover; 390,000 compounds, 0.01% hits; AID 588456; note: potency is the fitted concentration of half-maximal effect; % is set by controls: 0 for no effect and ±100 for the full control effect; nearly all actives have a fitted effect of over 50% in size
#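 Rat TrxR1, dispensed at 90 nM, was prereduced with 400 uM NADPH (final) for 5 min at ~22 deg C, then incubated with compound 15 min before 400 uM selenite. A first-read NADPH fluorescence drop versus no-compound background flagged substrates.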
# PI4K2A block: inhibitors of human PI4K2A; Q9BTU6; purified PI4K2A, ADP-Glo luminescence, 1 h; active compounds read low; activity change, negative = inhibition, % at 76.9 µM; 420,000 compounds, 0.13% hits; in the data active = activity change below about -50%; inconclusive = mostly about -30% to -49%;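 note: -100% = wells without enzyme as full effect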
#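 PI4K2A activity was measured by ADP-Glo luminescence: enzyme (4 ug/mL stock) and phosphatidylinositol (1.2 mM stock) in Tris pH 7.5/MgCl2/EGTA/Triton X-100 buffer were reacted with ATP (300 microM stock) for one hour at ambient temperature.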
# rTrxR1 inhibitor: rat TrxR1 inhibition; Potency, µM (doses to about 114 µM), without a hit: at the highest dose activity change, negative = inhibition, most hits filed as inhibitors; 390,000 compounds, 1% hits; recombinant rTrxR1, NADPH fluorescence consumption, selenite substrate; AID 588453; O89049; note: potency is the fitted concentration of half-maximal effect; % is set by controls: 0 for no effect and ±100 for the full control effect; nearly all actives have a fitted effect of over 65% in size
#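 Rat TrxR1 (90 nM in the dispensed reagent) was pre-reduced with 400 uM NADPH for 5 min at room temperature, then incubated with compound for 15 min. After 400 uM selenite was added, NADPH fluorescence (Ex 340/Em 450 nm) was followed for 8 min.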
# GLS inhibitor: inhibitors of human glutaminase (GLS). GLS enzymatic activity, qHTS titration. Potency, µM (top dose mostly 45.5 µM), for the others: at the highest dose activity change, negative = inhibition, most hits filed as inhibitors. 410,000 compounds, 0.21% hits; note: potency is the fitted concentration of half-maximal effect; % is set by controls: 0 for no effect and ±100 for the full control effect
# Target sequence (O94925 whole entry, looked up): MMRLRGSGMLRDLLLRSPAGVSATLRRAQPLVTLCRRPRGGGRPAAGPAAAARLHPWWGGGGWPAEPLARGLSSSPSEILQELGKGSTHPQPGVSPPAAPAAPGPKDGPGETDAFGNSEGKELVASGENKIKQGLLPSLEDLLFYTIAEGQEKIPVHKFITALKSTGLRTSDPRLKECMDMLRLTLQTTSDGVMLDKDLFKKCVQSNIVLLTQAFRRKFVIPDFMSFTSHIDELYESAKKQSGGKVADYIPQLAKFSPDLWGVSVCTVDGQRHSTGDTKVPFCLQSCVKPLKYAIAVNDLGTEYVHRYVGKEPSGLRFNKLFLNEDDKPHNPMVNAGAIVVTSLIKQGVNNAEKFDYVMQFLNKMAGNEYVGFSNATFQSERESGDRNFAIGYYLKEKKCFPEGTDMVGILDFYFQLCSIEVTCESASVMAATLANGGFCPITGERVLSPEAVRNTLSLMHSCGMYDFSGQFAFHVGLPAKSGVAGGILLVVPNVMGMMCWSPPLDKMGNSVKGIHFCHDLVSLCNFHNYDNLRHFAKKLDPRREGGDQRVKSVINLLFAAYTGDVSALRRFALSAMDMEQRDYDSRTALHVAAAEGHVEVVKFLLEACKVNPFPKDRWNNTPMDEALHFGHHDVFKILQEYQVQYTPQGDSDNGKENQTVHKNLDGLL
#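 Assay buffer: 45 mM KH2PO4 pH 8.2, 0.02% Tween-20. hKGA acts on L-glutamine (1 mM solution added); product glutamate is reported by an oxidase/peroxidase Amplex Red coupling, with fluorescence taken at baseline and 30 min.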
# An asterisk follows results filed as active; i = inactive; u = inconclusive; x = no result given; [ ] = remark or other dose. Unless noted, calls come from the whole dose curve; as a rule, active = well fitted curve in the direction sought with a large enough effect; inconclusive = small, poorly fitted or top-dose-only effect, or another doubt; inactive = no such curve, though single readings can be large; an effect the other way counts as inactive or inconclusive. Some of the compounds tested. The share of hits here may be higher or lower than overall.
Pin1 inh	Tb PGK inh	HP1b chromo inh	mIDH1 inhibitor	GLS inhibitor	TrxR1 substrate	PI4K2A block	USP1-UAF1 inh	rTrxR1 inhibitor	SMILES
12%	i	41%[activator]	-3%	5%	3%	0	-23%	22%	COc1ccc(CNC(=O)C2CCN(S(=O)(=O)c3ccc4c(c3)CC(C)N4C(=O)C3CC3)CC2)cc1 (centres undefined)
1%	3%	30%	-4%	-14%	1%	5	4%	24%	COc1ccc(OC)c(CN2CCCC(CCC(=O)N(C)CCc3ccccn3)C2)c1 (centres undefined)
-2%	-1%	13%	-10%	12%	-2%	1	4%	7%	COc1ccc(C(=O)NNC(=O)CSc2nnc(-c3cccnc3)n2C)cc1
2%	-5%	28%	-3%	66%[activator]	1%	10	-16%	8%	CC1(CCc2ccccc2)NC(=O)N(CC(=O)O)C1=O (centres undefined)
u	-2%	30%	-3%	-8%	79%[activator]	4	-16%	-5%	O=C(CCN1C(=O)NC2(CCCC2)C1=O)Nc1ccc(-c2nc3ccccc3s2)cc1
-3%	-2%	33%	0%	-8%	-8%	-2	u	8%	Cc1noc(C)c1S(=O)(=O)Nc1ccc(C(=O)Nc2ccc(OC(F)(F)F)cc2)cc1
1%	2%	45%[activator]	4%	-2%	14%[57.1 µM]	1	-18%	30%[57.1 µM]	CCc1nc(SCc2ccc(C(=O)OC)o2)c2c(=O)n(C)c(=O)n(C)c2n1
2%	i	-1%	15%	4%	5%	10	-17%	u	Clc1ccc(-c2ccc(CNCc3ccccn3)o2)cc1
4%	1%	13%	5%	17%	5%	0	-17%	-12%	Cc1ccc(C(=O)NCN2CCN(c3ccccc3)CC2)cc1
-10%	-6%[11.5 µM]	8%	8%	5%	6%	2	-18%	21%	O=C(CN(Cc1ccccc1Cl)C(=O)Cn1nnc(-c2cccs2)n1)NCC1CCCO1 (centres undefined)
-5%	-7%	22%	10%	2%	-5%	3	-18%	1%	O=C(NCCCN1CCOCC1)c1cc(-c2cccc(Br)c2)nc2ccccc12
5%	-4%	60%[activator]	-4%	1%	0%[57.1 µM]	-5	-17%	-21%[57.1 µM]	O=C1N/C(=C\c2ccccc2)C(O)=C1C=NCc1ccccc1
-1%	-2%	44%[activator]	3%	-1%	-2%	0	2%	12%	C[C@H](CO)N1C[C@H](C)[C@@H](CN(C)S(C)(=O)=O)Oc2c(NC(=O)Nc3ccc(C(F)(F)F)cc3)cccc2C1=O
-9%	i	20%	6%	1%	-8%	-4	-12%	-9%	O=C(COc1coc(CN2CCN(c3ccc(F)cc3)CC2)cc1=O)Nc1ccccc1
4%	-3%	28%	7%	5%	-12%	-2	-2%	-9%	Cc1c(C(=O)O)cccc1-c1ccc(/C=C2/NC(=O)N(c3ccccc3)C2=O)o1
-2%	6%	24%	2%	5%	10%	-6	-13%	22%	Cc1ccc(NC(=O)CN(C)C(=O)CCC(=O)N2CCOCC2)cc1
-7%	9%	32%	2%	4%	3%	2	-7%	-3%	COC(=O)c1ccc(-c2noc(CN3C[C@H]4CC[C@H]3C4)n2)cc1
-1%	-10%	20%	-2%	-3%	17%	-2	-7%	35%	CCn1c(CSc2nncn2-c2ccc(OC)cc2)nc2cc(S(=O)(=O)N(C)C)ccc21
3%	7%	24%	-1%	11%	8%[57.1 µM]	0	-8%	3%[57.1 µM]	Cc1ccc(-c2n[nH]c(S(C)(=O)=O)c2C#N)cc1
5%	-9%	19%	-2%	-2%	-5%[57.1 µM]	-15	-4%	21%	O=C(NNC(=O)c1ccc2ccccc2c1)c1cccc(Br)c1
-4%	-2%	12%	-15%	-2%	-4%	-3	17%	35µM*	CC1=C(CC(=O)O)c2cc(F)ccc2/C1=C/c1ccc(S(C)=O)cc1 (centres undefined)
0%	0%	9%	3%	5%	2%[57.1 µM]	-4	-21%	5%	CCOC(=O)C1CCN(CC(=O)NC(=O)NC2CCCCC2)CC1
0%	-6%	31%	6%	2%	5%[57.1 µM]	-8	-29%	11%[57.1 µM]	COc1ccc(S(=O)(=O)N2CCOC2CNC(=O)C(=O)NCCc2ccc(S(N)(=O)=O)cc2)cc1 (centres undefined)
19%	-10%	3%	-1%	-1%	25%	-5	-28%	-36%	CCn1c(SCC(=O)Nc2ccc(C)cc2)nc2sc3c(c2c1=O)CCN(C)C3
0%	i	40%[activator]	-3%	0%	5%	-1	-10%	10%	S=C(NCc1ccccc1)N1CCN(C(=S)NCc2ccccc2)CC1
x	2%	x	-3%	2%	x	-1	-26%	x	COc1ccc(/C=C2\SC(=Nc3ccccc3Cl)NC2=O)c(OC)c1
-12%	-9%	8%	8%	-2%	4%	1	-19%	16%	C[C@H](NC(=O)C(c1ccccc1)c1ccccc1)c1ccccc1
2%	-8%	59%[activator]	-6%	-3%	3%	-2	-12%	21%	COc1ccccc1CNS(=O)(=O)c1ccc2c(c1)NC(=O)C(C)S2 (centres undefined)
-4%	7%	32%	2%	0%	-1%	0	u	11%	CC(C)C[C@H]1CNC(=S)N1CC1CCN(CC2CCCC2)CC1
-12%	8%	8%	19%	5%	1%[57.1 µM]	-1	-9%	6%[57.1 µM]	CC(NCc1nc2ccccc2n1C)C12CC3CC(CC(C3)C1)C2 (centres undefined)
4%	1%	17%	3%	4%	2%	-2	-6%	6%	CCOc1ccc(NS(=O)(=O)c2cc(C(=O)N3CCN(C(C)=O)CC3)ccc2Cl)cc1
u	-5%	10%	0%	-5%	40%[activator]	2	u	34%[activator]	CCc1ccc(NC(=O)CSc2nc(C)c(C(=O)Nc3ccccc3)c(-c3ccc(OC)c(OC)c3)c2C#N)cc1
1%	-9%	-10%	5%	u	-3%	0	-24%	4%[57.1 µM]	Oc1ccccc1/C=N/NC(=S)NC1CC2CCC1C2 (centres undefined)
8%	-2%	27%	2%	17%	6%[57.1 µM]	-11	2%	5%[57.1 µM]	CCOC(=O)C1CCN(C(=O)c2ccccc2NS(=O)(=O)c2ccc(F)c(F)c2)CC1
18%	-1%	-11%	7%	u	5%[57.1 µM]	-4	-22%	-2%	O=C(Nc1cc(Sc2ccccn2)cc([N+](=O)[O-])c1)c1ccc([N+](=O)[O-])cc1
1%	-3%	-18%	-20%	23%	-7%	-6	u	-9%	CN1CCN(c2ccc(NC(=O)c3ccc(-c4ccc(Cl)cc4)o3)cc2)CC1
4%	-2%	43%[activator]	1%	-9%	5%	5	-20%	18%	CC(C)N(Cc1nc(-c2ccc3c(c2)OCO3)no1)CC1CCC(=O)N1 (centres undefined)
-4%	0%	19%	-5%	0%	0%	-1	-12%	0%	O=C1c2ccncc2C(=O)N1CNc1ccc(Cl)cc1
-2%	i	22%	4%	-22%	5%[57.1 µM]	1	-10%	3%[57.1 µM]	CCOC(=O)C1CN(S(=O)(=O)c2ccc(C)cc2)C1
-4%	5%	48%[activator]	-11%	3%	2%[57.1 µM]	0	-19%	17%[57.1 µM]	Cc1ccc(C)c(Nc2ncnc3c2cnn3-c2ccc(F)cc2)c1
-15%	3%	46%[activator]	-5%	-1%	-10%	-1	-3%	-20%	COc1ccc(CNC(=O)C/C(C)=N/NC(=O)C(c2ccccc2)c2ccccc2)cc1
-7%	-5%	u	5%	10µM*	-20%	u	u	u	ClC(Cl)(c1nnnn1-c1ccccc1)c1nnnn1-c1ccccc1
4%	i	19%	-5%	1%	-2%	8	-5%	13%	CCCC(=O)Nc1cc(-c2nn(C)c(=O)c3ccccc23)ccc1N1CCOCC1
u	-8%	37%	6%	-2%	-16%[57.1 µM]	1	-10%	-50%	Cc1c(/C(O)=C2/C(=O)C(=O)N(CCN3CCOCC3)C2c2ccccn2)cnn1-c1ccccc1 (centres undefined)
u	7%	-11%	-16%	15%	0%[57.1 µM]	3	-2%	-12%[57.1 µM]	N#C/C(=C\c1c(N2CCCCC2)nc2ccccn2c1=O)S(=O)(=O)c1ccccc1
17%	-2%	30%	4%	-13%	-9%	4	-22%	4%	Cc1cccc(NC(=O)c2ccc(NS(=O)(=O)c3cccc4cccnc34)cc2)c1
-3%	-3%	55%[activator]	3%	-3%	4%	-1	-32%	13%[57.1 µM]	CC(C)NC(=O)N(C)C[C@H]1Oc2ccc(NC(=O)C3CC3)cc2C(=O)N([C@H](C)CO)C[C@@H]1C
0%	-26%	79µM*	-1%	u	-6%[57.1 µM]	-1	-11%	-15%[57.1 µM]	O=C(O)c1cccc(-n2cccc2/C=C2\NC(=O)N(Cc3ccc(F)cc3)C2=O)c1
-5%	i	2%	-3%	8%	2%[57.1 µM]	-2	-22%	-6%[57.1 µM]	CCOc1cc(NC(=S)Nc2cccc(C)c2)c(OCC)cc1NC(=O)CC(C)C
u	-17%	19%	7%	-13%	-2%	-1	-14%	1%	CCCCSCCCNC(=O)CN1C(=O)COc2ccc(S(=O)(=O)N3CCC(C)CC3)cc21

# Taken from above.
# Value for `O=C(Nc1cc(Sc2ccccn2)cc([N+](=O)[O-])c1)c1ccc([N+](=O)[O-])cc1` under HP1b chromo inh: -11%
# Value for `CCOc1ccc(NS(=O)(=O)c2cc(C(=O)N3CCN(C(C)=O)CC3)ccc2Cl)cc1` under TrxR1 substrate: 2%

# Source: PubChem BioAssay
